# GAA glycogen = GAA glycogen-cleavage inhibition or activation; P10253; recombinant GAA, glycogen substrate, Amplex Red glucose oxidase fluorescence; Potency, µM (titrated, usually from 76.4 µM), for inactives: at the highest dose activity change, negative = inhibition, hits mostly inhibitors; hit rate 0.38% among 300,000;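 note: 0% = full enzyme reaction and -100% = no-enzyme basal signal; the screen sought inhibitors and activators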
#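 Recombinant human enzyme (4 nM); glycogen substrate; 37 C, 40 min, pH 5.0. Readout: coupled glucose oxidase/Amplex Red fluorescence.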
# KDM4E inh = inhibitors of human JMJD2E histone demethylase; Potency, µM (highest dose often 57.1 µM), for the others: top-dose activity change, negative = inhibition, most hits filed as inhibitors; B2RXH2; hit rate 1.6% among 230,000; JMJD2E catalytic domain, FDH-coupled NADH fluorescence (FDH is formaldehyde dehydrogenase); active = well fitted inhibition curve with a large enough effect, not every such curve was filed as active; inconclusive = small, poorly fitted or top-dose-only effect, or another doubt; inactive = no such curve, though single readings can be large or run the other way;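 note: 0% = wells with enzyme and -100% = buffer wells without enzyme; nearly all actives have a fitted effect of over 50% in size; many of its hits are not listed in these tables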
# GAA spleen mod = lysosomal alpha-glucosidase (human) modulation; P10253; AID 2112; hit rate 0.006% among 240,000; Potency, µM (series often up to 79.9 µM), for the others: top-dose activity change, negative = inhibition, hits mostly inhibitors; human spleen homogenate, 4-MU-alpha-glucoside fluorescence;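 note: 0% = enzyme with vehicle and -100% = no enzyme basal signal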
#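 Human spleen homogenate (1 ug) with 4-methylumbelliferyl-alpha-D-glucopyranoside (1 mM final) in 50 mM citrate/phosphate pH 5.0, 0.01% Tween-20; 40 min at 37 C. Stopped at pH 10; 4-MU fluorescence Ex 365/Em 440 nm; AC50 by Hill fit.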
# GoLoco inh red = inhibitors of human Gai1-RGS12 GoLoco interaction (red fluorophore); Potency, µM (titrated, usually from 61.6 µM), for the others: at the highest dose activity, negative = inhibition, most hits filed as inhibitors; P63096; Gai1:RGS12 GoLoco peptide FP, rhodamine, 10 min; hit rate 0.44% among 230,000; AID 880; active = well fitted inhibition curve with a large enough effect, not every such curve was filed as active; inactive = no such curve, though single readings can be large or run the other way; note: % is set by controls: 0 for no effect and ±100 for the full control effect; nearly all actives have a fitted effect of over 30% in size; many of its hits are not listed in these tables
# Target sequence (P63096 whole entry, looked up): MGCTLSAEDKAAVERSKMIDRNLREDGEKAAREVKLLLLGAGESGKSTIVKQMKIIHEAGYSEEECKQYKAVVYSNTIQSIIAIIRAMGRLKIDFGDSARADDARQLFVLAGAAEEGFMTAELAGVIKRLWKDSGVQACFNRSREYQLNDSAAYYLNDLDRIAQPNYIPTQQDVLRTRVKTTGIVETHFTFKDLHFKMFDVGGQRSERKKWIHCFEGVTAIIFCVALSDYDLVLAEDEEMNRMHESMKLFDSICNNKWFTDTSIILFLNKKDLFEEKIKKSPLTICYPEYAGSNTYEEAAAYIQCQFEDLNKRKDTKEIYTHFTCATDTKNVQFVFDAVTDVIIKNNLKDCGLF
# GLA spleen mod = inhibitors or activators of human alpha-galactosidase in spleen homogenate | P06280 | human spleen homogenate, 4MU-alpha-Gal fluorescence, 40 min | hit rate 0.008% among 240,000 | Potency, µM (series often up to 80 µM), for the others: at the highest dose activity change, negative = inhibition, most hits filed as inhibitors;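 note: 0% = enzyme with vehicle and -100% = no enzyme basal signal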
# Target sequence (P06280 32-429 limits assumed): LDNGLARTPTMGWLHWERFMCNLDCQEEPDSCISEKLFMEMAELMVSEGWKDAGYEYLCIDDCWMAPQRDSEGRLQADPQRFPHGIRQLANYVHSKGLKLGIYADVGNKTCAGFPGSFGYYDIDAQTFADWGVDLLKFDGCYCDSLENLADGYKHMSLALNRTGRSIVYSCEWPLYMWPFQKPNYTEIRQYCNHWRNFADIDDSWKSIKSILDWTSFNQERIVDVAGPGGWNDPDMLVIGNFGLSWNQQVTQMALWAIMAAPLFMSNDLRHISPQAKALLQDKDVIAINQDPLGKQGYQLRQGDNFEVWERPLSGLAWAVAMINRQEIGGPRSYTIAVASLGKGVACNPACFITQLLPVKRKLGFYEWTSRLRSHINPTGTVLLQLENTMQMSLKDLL
#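 Fluorogenic readout (Ex 365/Em 440 nm) of 4-methylumbelliferone released from 1 mM 4-MU-alpha-galactoside by spleen homogenate, 40 min at 37C, pH 5.0. Data normalized to no-enzyme and enzyme controls; Hill-equation AC50 from compound titrations.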
# SMN2 splice enh = enhancers of SMN2 splice variant expression. hit rate 2.8% among 210,000. Potency, µM (doses to about 46.1 µM), without a hit: top-dose activity change, positive = activation, hits mostly activators. HEK293 SMN2-luciferase splicing reporter, luminescence, 30-36 h. AID 1458; note: % of control where 0% means no effect; nearly all actives have a fitted effect of over 55% in size
#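 HEK293 cells carry an SMN2 minigene-luciferase reporter in which exon 7 inclusion puts luciferase in frame. Cells were seeded at 2000 cells/well, attached for 10-12 hours, then exposed to compounds for 30-36 hours at 37C before ONE-Glo luminescence.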
# GAA inh = alpha-glucosidase (human) inhibition | Potency, µM (highest dose often 76.9 µM), for inactives: top-dose activity change, negative = inhibition, hits mostly inhibitors | purified human GAA, 4-MU-alpha-glucoside fluorescence | hit rate 0.005% among 200,000 | P10253;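 note: plate controls were uninhibited enzyme wells for no effect and no-enzyme background for full effect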
#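 qHTS format, compound range up to 77 uM. Human lysosomal enzyme at 4 nM, 400 uM 4-MU glucoside substrate, pH 5.0, 20 min room temperature; fluorescence after alkaline stop gives activity normalized to controls.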
# ALDH1A1 inh = ALDH1A1 (human) enzyme inhibition | Purified ALDH1A1, NADH fluorescence, propionaldehyde substrate | hit rate 7.3% among 220,000 | P00352 | Potency, µM (highest dose often 75.3 µM), inactives show top-dose activity, negative = inhibition, hits mostly inhibitors; active = well fitted inhibition curve with a large enough effect, not every such curve was filed as active; inconclusive = small, poorly fitted or top-dose-only effect, or another doubt; inactive = no such curve, though single readings can be large or run the other way;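 note: plate controls were no enzyme wells and a reference inhibitor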
# * = called active by the depositor; ? = inconclusive; · = no result given; & = joins results of further samples; ! = not active in a repeat; [ ] = another dose, or the depositor's remark. Unless noted, calls come from the whole dose curve; as a rule, active = well fitted curve in the direction sought with a large enough effect; inconclusive = small, poorly fitted or top-dose-only effect, or another doubt; inactive = no such curve, though single readings can be large; an effect the other way counts as inactive or inconclusive. Potency is the fitted concentration of half-maximal effect. This is a subset (hit frequency here may not be typical).
SMILES,GAA glycogen,KDM4E inh,GAA spleen mod,GoLoco inh red,GLA spleen mod,SMN2 splice enh,GAA inh,ALDH1A1 inh
Cc1cccc(NC(=O)CSc2nnc([C@@H](N)Cc3c[nH]c4ccccc34)o2)c1C,-1%,12%,-1%,7%,-4%,-16%,-6%,0%
C=CCSc1nnc(NC(=O)c2ccc(Cl)nc2)s1,-3%,?,0%,23%,4%,2%,-6%,?
CC(=O)Nc1ccccc1OC(=O)N(C)C,1%,-2%,4%,-5%,-7%,-6%,3%,-2%
N/C(=N\[N+](=O)[O-])N/N=C/c1ccc(O)cc1,6%,2%,-14%,6%,-12%,8%,-1%,12%
Nc1ccccc1N=Cc1c(O)n(CCC2=CCCCC2)c(=O)[nH]c1=O,-13%,?,0%,·,-5%,·,2%,2.8µM*
CSc1ncc(Cl)c(C(=O)O)n1 (tested in a mixture with another compound),0%,-15%,-6%,7%,-4%,8%,-12%,2%
CS(=O)(=O)Nc1ccc(Cc2noc(-c3ccc4[nH]cc(CCN)c4c3)n2)cc1,5%,?,-4%&2%&-3%,10%&20%&3%,1%&3%&6%,-3%,2%[15.4 µM],-5%&-8%
CC(C(N)=O)N1CC(c2ccc(Cl)cc2)CC1=O (stereo not given),-2%,-5%,-3%,6%,-1%,-5%,5%,10%
Cc1ccc(-c2nc(N3CCOCC3)s[n+]2-c2ccccc2)cc1,14%,-25%,-1%,-19%,-3%,22%,4%,2.5µM*
COc1ccc(C(c2ccc(OC)cc2)C(Cl)(Cl)Cl)cc1,·,-4%,-1%&6%&-17%,2%&3%&12%,15%&6%&1%,-11%&10%&-2%,·,14µM*!
CCC(C)(C)n1nnnc1CN1CCC(n2c(C)nc3cc(C(F)(F)F)ccc32)CC1,2%,3%,1%,9%,3%,-20%,-3%,-9%
CCCCn1nc(C)c(C(=O)O)c1Cl,5%,8%,0%,4%,0%,·,·,·
CCOP(=O)(C#CC(C)(C)C)C(O)(c1ccccc1)C(F)(F)F (stereo not given),0%,4%,-2%,2%,4%,9%,-2%,19%
CC[C@H](CO)NC(=O)[C@H]1C=C2c3cccc4[nH]cc(c34)C[C@@H]2N(C)C1,·,?,4%[29.1 µM],-7%[21.6 µM],-13%[29.1 µM],-20%[20.6 µM],·,-11%[20.9 µM]
CN1CCN(S(=O)(=O)c2ccc(Cl)nc2)CC1,16%,7%,3%,6%,6%,-6%,-2%,-10%
COC(=O)C1CN(C#N)N(c2ccc(Cl)cc2)C12c1ccccc1-c1ccccc12 (stereo not given),-8%,1%,-5%,-9%,0%,-77%[inhibitor],-1%,-6%
CC1CCC/C=C/C2CC(O)CC2C(O)/C=C/C(=O)O1 (stereo not given),13%,-2%,8%,-17%,2%,-21%,3%,4%
COc1ccc(C)cc1NC1=NC(C)(C)CS1,-6%,8%,·,1%,1%,-7%,-5%,8%
CCC(=NCc1cccnc1)c1c(O)n(-c2ccc(C)cc2)c(=O)[nH]c1=O,6%,-6%,8%,-5%,6%,·,·,·
CCOc1c(Cl)cc(CNC(C)C(O)c2ccccc2)cc1OC (stereo not given),-11%,-2%,6%,15%,6%,2%,2%,-1%

# Four entries from above in another layout.
# Results follow in this order: GAA glycogen	KDM4E inh	GAA spleen mod	GoLoco inh red	GLA spleen mod	SMN2 splice enh	GAA inh	ALDH1A1 inh
CN1CCN(S(=O)(=O)c2ccc(Cl)nc2)CC1
    16%	7%	3%	6%	6%	-6%	-2%	-10%
COC(=O)C1CN(C#N)N(c2ccc(Cl)cc2)C12c1ccccc1-c1ccccc12 (stereo not given)
    -8%	1%	-5%	-9%	0%	-77%[inhibitor]	-1%	-6%
CC1CCC/C=C/C2CC(O)CC2C(O)/C=C/C(=O)O1 (stereo not given)
    13%	-2%	8%	-17%	2%	-21%	3%	4%
COc1ccc(C)cc1NC1=NC(C)(C)CS1
    -6%	8%	·	1%	1%	-7%	-5%	8%

# Next part
SMILES,GAA glycogen,KDM4E inh,GAA spleen mod,GoLoco inh red,GLA spleen mod,SMN2 splice enh,GAA inh,ALDH1A1 inh
Cc1ccc(NC(=O)COC(=O)/C=C/c2ccco2)cc1S(=O)(=O)N(C)C,-7%,-2%,-11%,-4%,-8%,7%,1%,?
CC12CN3CC(c4ccccc4)(CN(C1)C31CCCCC1)C2=O,6%,10%,10%,6%,7%,11%,-2%,5%
COC(=O)[C@@H]1[C@@H]2C[C@H]3c4[nH]c5cc(OC)ccc5c4CCN3C[C@@H]2C[C@H](OC(=O)/C=C\c2cc(OC)c(OC)c(OC)c2)[C@H]1OC,·,?,1%[29.1 µM],3%[21.6 µM],8%[29.1 µM],6%[20.6 µM],·,?
S=C(S)N1CCCC1,·,?,5%&1%,-20%&-22%,15%&-10%,?,·,0.79µM*
CC(O)CCl (stereo not given),·,·,0%,0%,-13%,3%,·,22%
C/C=C/C/C=C/CCC(=O)[C@H]1O[C@H]1C(N)=O,·,·,-6%,1%,-2%,-106%[inhibitor],·,?
CN1C(=O)C(=Cc2ccc(SC3CCCCC3)o2)C(=O)N(C)C1=O,1%,-4%,-7%,49%[activator],4%,-13%,-26%,14µM*
O=C(N/N=C/c1c(O)n(Cc2ccc(F)cc2)c(=O)[nH]c1=O)c1ccccc1O,-9%,25µM*,-3%,·,1%,·,-1%,7%
CC1=NN(c2ccccc2)C(=O)C1/C=C1/C(=O)NC(=O)N(c2cc(C)cc(C)c2)C1=O (stereo not given),2%,-9%,0%,6%,-2%,-5%,-18%,-3%
CCCCC/C=C\C/C=C\CCCCCCCCCC(=O)NCCc1ccc(O)c(O)c1,·,-3%,1%,-3%,-4%,1%,·,2%
O=C(Cc1ccccc1)NC(Oc1ccccc1Cl)C(Cl)(Cl)Cl (stereo not given),6%,-2%,-4%,-5%,-9%,4%,-1%,?
COc1ccc(NC(=O)N2CC[C@@]3(CCCN(C(=O)Oc4ccccc4)C3)C2)cc1,·,·,-1%,-3%,-1%,-3%,·,?
COc1ccc(Cn2c(O)c(/C=N/NC(=O)c3ccncc3)c(=O)[nH]c2=O)cc1,-13%,7.9µM*,12%,19%,-1%,·,·,·
O=C(CCn1c(=O)oc2ccccc21)N1CCC2(CC1)OCCO2,13%,-1%,1%,11%,0%,5%,-13%,?
O=C1Nc2ccccc2Sc2ccccc21,20%,-2%,-3%,4%,-5%,-9%,-3%,-4%
O=C1NC(=O)C(CCc2ccncc2)(CCc2ccncc2)C(=O)N1Cc1ccccc1,-10%,-4%,4%,7%,2%,2%,7%,5%
CCCC1(CCC)C(=O)NC(=NCc2ccccc2)NC1=O,6%,3%,0%,4%,0%,-12%,-3%,?
NCC1(CC(=O)O)CCCCC1,2%,-2%,3%,0%,7%,-41%[inhibitor],-1%[15.4 µM],-1%
CCOC(=O)C1(Cc2ccc(Cl)cc2)CCN(C(C)CCn2cccn2)CC1 (stereo not given),5%,-1%,4%,0%,1%,·,·,-5%
CN(C(=O)Oc1cccc2cccnc12)c1ccccc1,6%,1%,6%,·,-5%,·,-8%,-1%
O=c1c2ccccc2nc(Cc2ccccc2)n1-c1ccc(O)cc1,-12%,-2%,2%,4%,-9%,-6%,14%,?
CCCC(C)n1[nH]c(=O)c2c1NC(=O)CSC2c1ccc(OC)c(OC)c1 (stereo not given),-3%,7%,-21%,-7%,9%,22%,-13%,17%
CC/C=C\C/C=C\C/C=C\C/C=C\C/C=C\CCCC(=O)NCCO,·,7%,-12%,2%,-4%,13%,·,0%
CC1=CC(=O)C2=C(C)CC(O)C3C(C)C(=O)OC3C12 (stereo not given),-9%,0%,1%,·,7%,·,12%,-5%
O=C(COc1ccc(Cl)cc1)N(c1ccccc1Cl)C1CN2CCC1CC2 (stereo not given),7%,1%,-2%,-5%,-5%,·,·,·
Cc1nn(Cc2ccccc2Cl)c(Cl)c1C(=O)OCC(=O)NC(=O)NC1CCCCC1,-6%,-11%,5%,-9%,-1%,-31%[inhibitor],-10%,-7%
CC(C)=CCc1c(O)cc2c(c1O)C(=O)CC(c1ccc(O)cc1)O2 (stereo not given),-13%,-15%,-1%,5%,6%,·,·,·
O=C(c1cc(C(=O)NCc2ccccc2)c(=O)n(Cc2ccccc2)c1)c1cc(Br)ccc1O,7%,8%,-2%,53%[activator],5%,-46%[inhibitor],5%,-14%
O=c1c2ccccc2nc(-c2ccccc2)n1-c1ccc(O)cc1,-8%,7%,-1%,2%,4%,-18%,8%,-3%
O=C(Nc1cccnc1)c1c(O)c2c(n(Cc3ccccc3)c1=O)CCCC2,-2%,?,-1%,·,-6%,·,-5%,?

# Reprinted from the part before: four compounds, then new ones.
SMILES,GAA glycogen,KDM4E inh,GAA spleen mod,GoLoco inh red,GLA spleen mod,SMN2 splice enh,GAA inh,ALDH1A1 inh
CC(C)=CCc1c(O)cc2c(c1O)C(=O)CC(c1ccc(O)cc1)O2 (stereo not given),-13%,-15%,-1%,5%,6%,·,·,·
O=C(c1cc(C(=O)NCc2ccccc2)c(=O)n(Cc2ccccc2)c1)c1cc(Br)ccc1O,7%,8%,-2%,53%[activator],5%,-46%[inhibitor],5%,-14%
O=c1c2ccccc2nc(-c2ccccc2)n1-c1ccc(O)cc1,-8%,7%,-1%,2%,4%,-18%,8%,-3%
O=C(Nc1cccnc1)c1c(O)c2c(n(Cc3ccccc3)c1=O)CCCC2,-2%,?,-1%,·,-6%,·,-5%,?
Cc1ncc(CN2CCCC(C(=O)c3cccc(OC(C)C)c3)C2)s1 (stereo not given),0%,11%,-1%,-6%,0%,·,1%,-5%
COc1cccc(OC)c1C1=NCC(=O)Nc2c1oc1ccc(Br)cc21,2%,-5%,1%,12%,1%,-24%,-2%,-8%
CC[C@@]1(O)C(=O)OCc2c1cc1n(c2=O)Cc2cc3c(O)cccc3nc2-1,·,·,4%&13%,-12%,?,-34%[inhibitor],·,?
Cc1ccc(S(=O)(=O)CC(=O)c2cc(C)c(OC(=O)N(C)C)c(C)c2)cc1,1%,-5%,-1%,0%,0%,-13%,1%,4%
